# P. falciparum M17LAP – P. falciparum M17LAP inhibitors, primary screen, biochemical, fluorogenic H-Leu-NHMec substrate, 1536-well (AID 1619). recombinant M17LAP, H-Leu-NHMec fluorogenic kinetic assay; higher % means a stronger effect. one-dose inhibition, % at 30 µM; IC50 in µM for titrated hits. actives 0.38% (n = 220,000);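 active = compound inhibiting the enzyme by more than half at any dose during confirmatory dose-response retesting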;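 note: plate controls were full reaction with DMSO carrier for no effect and no enzyme background for full effect; strong numbers were not always called active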
# Ins promoter up – MIN6 insulin promoter up-regulation; MIN6 insulin promoter-GFP reporter, high-content imaging; active compounds read high; z-score at 5 µM; actives 0.3% (n = 190,000);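 active = z-score above 3 at 5 µM with at least 500 cells counted in the well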
# Autophagy mod – alters autophagy in cells. actives 0.98% (n = 190,000). calls only at 10 µM (by protocol). MEF GFP-LC3 puncta imaging; test concentration mostly 10 µM;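 active = percentage of spot-positive cells more than 3 SD above its plate mean, without a fluorescence outlier flag or 80% toxicity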;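 note: spot-positive cell cutoff set from DMSO-treated cells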
# Dynein transport – blocks dynein driven cargo transport along microtubules | 3617.4 mouse cells, GR-EGFP nuclear translocation imaging; test concentration mostly 20 µM; stimulated with dexamethasone, 1 µM; active compounds read low | z-score, hits read low | actives 0.47% (n = 220,000) | AID 1381;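 active = plate z-score of nuclear minus cytoplasmic receptor signal below a set negative limit, without overly bright fluorescence or cell loss, cut at about -3.5 in these data, passing the limit was not always enough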;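 note: z-score of nuclear minus cytoplasmic ring GR-EGFP intensity difference per well; some compounds called inactive have numbers as strong as hits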
#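 Buffer or medium – tet-free medium with charcoal-stripped serum · Signal – automated 10x imaging of fixed Hoechst-stained cells · Also added – dexamethasone agonist, 1.0 µM final, for 30 min · Incubation – induction 48 h, compound 1 h, agonist 30 min · Read-out – GR-EGFP nuclear translocation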
# MT stabilize HCS – stabilizes microtubules in HeLa cells; HeLa tubulin immunostaining HCS, 24 h; share of cells brighter than vehicle mean+2SD; % tubulin-high responders, % at 10 µM; actives 0.83% (n = 200,000);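 active = plate Z-score above 3 for both tubulin-high and condensed-nucleus cell shares, with cell loss under 80%, at 10 µM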;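 note: anti alpha tubulin signal scored within the nucleus-defined area of each cell; some results filed as inactive read as strong as hits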
# bCat nuc transl – modulators of beta-catenin nuclear translocation; HeLa beta-catenin nuclear translocation, immunofluorescence imaging; nuclear translocation activity, % at 5 µM; actives 0.3% (n = 190,000); AID 1665;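 active = nuclear translocation activity above 50% at 5 µM, with a well cell count of 50 or more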;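 note: per-cell ratio of nuclear to cytoplasmic median beta-catenin stain intensity; plate controls were DMSO negative control for no effect and GSK-3 inhibitor IX positive control for full effect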
#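 Test system: human HeLa cells, native beta-catenin. Compound dosing: 5 µM primary single dose, 0.1% DMSO, 0.02–20 µM confirmation series. Incubation: compound exposure 24 h at 37°C. Detection: beta-catenin immunostaining with DAPI counterstain, 20x imaging, 6 fields/well. Read-out basis: Nuclear/cytoplasmic beta-catenin signal ratio, % activation.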
# M1AAP inhibition – malaria alanyl aminopeptidase activity blockers – biochemical, fluorogenic H-Leu-NHMec substrate, 1536-well (AID 1445); recombinant M1AAP, H-Leu-NHMec fluorogenic kinetic assay; higher % means a stronger effect; actives 0.42% (n = 220,000); inhibition, % at 30 µM, or IC50 in µM where a hit was titrated;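 active = primary inhibition above the hit cutoff, then over 50% inhibition at one or more dose response concentrations, cut at about 23% in these data, passing the limit was not always enough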;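 note: plate controls were DMSO full reaction for no effect and no enzyme background for full effect; strong numbers were not always called active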
# UTI89 phage lysis – inhibition of K1F phage lysis, E. coli UTI89, bacterial capsule biogenesis inhibitors, alamar blue (AID 488966). actives 0.02% (n = 340,000). E. coli UTI89 K1F phage lysis, alamar blue, 2 h; higher % means a stronger effect. one-dose inhibition, % at 100 µM; IC50 in µM for titrated hits;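 active = phage lysis inhibition, versus mean bacterial control, above a set limit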;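 note: capsule biogenesis inhibitors block K1F phage lysis so surviving cells raise fluorescence; higher fluorescence means more inhibition of phage lysis; actives were called in the ten point dose series up to 300 µM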
# ER stress rescue – protection against thapsigargin-triggered cell killing – 384-well, CSM14.1, ATP luminescence, primary screen (AID 1222). CSM14.1 thapsigargin-induced death rescue, ATP luminescence; higher % means a stronger effect. 190,000 tested, under 10 active. one-dose cellular ATP content (survival), % at 20 µM; EC50 in µM for titrated hits;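 active = EC50 below 50 µM in the dose-response confirmation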;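 note: death triggered by thapsigargin at about 15 µM added after 2 h compound pretreatment; cell ATP read after overnight thapsigargin exposure of roughly 18 to 22 hours; normalized against plate controls of thapsigargin alone and 5% DMSO vehicle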
# Dynein transport cytoplasmic EGFP – also measured in Dynein transport; calls as there; z-score; measured here: cytoplasmic GR-EGFP intensity; active compounds read high
# Dynein transport nuclear GR-EGFP – second read-out of Dynein transport, no call of its own (marks repeat the call); z-score; measured here: nuclear GR-EGFP intensity;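 lower value marks the stronger effect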
# Dynein transport cell count – also measured in Dynein transport; calls as there; z-score; measured here: cell count per field
# Ins promoter up cell count – recorded beside Ins promoter up, whose call it bears; cell count; measured here: cytotoxicity, nuclei count;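 total cells summed across four imaged fields per well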
# bCat nuc transl cell count 5 µM – also measured in bCat nuc transl; calls as there; cell count; measured here: cell count, cytotoxicity flag
# MT stabilize HCS Hoechst-high % – second read-out of MT stabilize HCS, no call of its own (marks repeat the call); % Hoechst-high responders; measured here: nuclear condensation Hoechst responders;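 share of cells brighter than vehicle mean plus two SD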
# MT stabilize HCS cytotoxicity % – also measured in MT stabilize HCS; calls as there; toxicity, %; measured here: cytotoxicity by cell density;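 0% = mean cell density of plate MIN control wells and 100% = no cells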
# Autophagy mod cell loss 18 h – second read-out of Autophagy mod, no call of its own (marks repeat the call); toxicity, %; measured here: cell loss, nuclei count;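 cell loss after 18 h compound exposure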
# Starred values were filed as active, the others as inactive; i = inactive; / = no result given; [ ] = another dose, or the depositor's remark.
SMILES,P. falciparum M17LAP,Ins promoter up,Ins promoter up cell count,Autophagy mod,Autophagy mod cell loss 18 h,Dynein transport,Dynein transport cytoplasmic EGFP,Dynein transport nuclear GR-EGFP,Dynein transport cell count,MT stabilize HCS,MT stabilize HCS Hoechst-high %,MT stabilize HCS cytotoxicity %,bCat nuc transl,bCat nuc transl cell count 5 µM,M1AAP inhibition,UTI89 phage lysis,ER stress rescue
NC1=NC(=O)/C(=C\c2ccc(O)c([N+](=O)[O-])c2)S1,6.7%,1.02,1624,i,-3.4,-0.398,-0.171,-0.174,0.495,6.2,1.1,0.9,-4.7,1090,0.2%,-3.2%,-0.5%
O=C(CSc1ccccc1)Nc1nnc(COc2ccc(Cl)cc2)s1,7.9%,/,/,i,31.1,-0.169,-0.213,0.933,-0.457,3.1,2.3,9.8,0.1,978,-0.9%,0.0%[50 µM],-2.0%
Cc1cccc(NC(=O)Cn2c(O)c(N=NC(=O)c3ccccc3O)c3ccccc32)c1,-4.0%,0.08,1209,i,12.9,-0.432,-0.195,-0.416,0.0174,6.1,2.3,10.7,/,/,-0.5%,0.3%[50 µM],-2.6%
Cc1ccccc1NS(=O)(=O)c1ccc(F)cc1,-3.1%,-0.5,1332,i,3.1,-0.994,-0.228,-0.55,0.73,3.6,1.8,8.0,0.2,1053,-2.6%,7.1%,-2.1%
CCN1CC(O)=C(c2nc3ccccc3s2)C1=N,3.8%,0.43,989,i,-11.1,-0.714,0.116,-0.0875,-0.0492,1.5,1.7,5.3,-2.2,1183,1.1%,1.1%[50 µM],0.2%
Cc1cc(C)nc(NC(N)=NCCc2c[nH]c3ccccc23)n1,4.5%,/,/,i,-12.5,-0.461,-0.22,-0.0289,0.557,3.7,1.8,5.4,1.1,913,7.6%,0.8%,-1.4%
CCOc1ccc(CCNS(=O)(=O)c2c(C)n[nH]c2C)cc1OCC,-3.8%,0.26,1498,i,5.0,-0.616,0.402,-0.00297,0.464,4.9,2.4,3.6,-3.1,890,8.8%,-0.3%,0.0%
Cc1ccccc1-n1c(C)cc(/C=N/NC(=O)c2ccncc2)c1C,16.8%,-1.36,1355,i,19.6,1.47,-0.17,0.438,-1.96,2.8,1.7,7.3,6.5,1358,8.9%,0.5%,-4.2%
Cc1cc(C(=O)Nc2nnc(C3CCCCC3)s2)cs1,2.4%,0.82,1120,i,-9.0,-0.648,-0.211,0.0297,0.744,3.2,2.1,13.1,-1.4,1162,-0.1%,-0.6%,-0.2%
Clc1ccc(OCCn2ccnc2)c(Cl)c1,-0.2%,-0.1,1730,i,6.3,1.24,-0.249,0.482,-0.328,2.8,0.9,5.7,-0.5,942,-1.0%,-0.6%,-1.5%
CCN(CC)S(=O)(=O)c1ccc(N(C)C)c(NC(=O)C2CCCC2)c1,5.5%,-0.15,1020,/,/,1.47,-0.205,0.575,-0.759,/,/,/,-0.1,1356,3.4%,0.0%,/
CCO[C@@H]1OC(C(=O)NC2CC2)=C[C@H](c2csc3ccccc23)[C@H]1CCCO,-2.6%,-0.29,1449,i,20.6,0.698,-0.294,0.638,0.0775,0.9,1.8,9.4,0.1,1087,-2.1%,2.0%,-1.0%
Cc1cc(N2CCN(C)CC2)nc2ccc(NC(=S)N3CCCCC3)cc12,2.1%,1.52,1170,i,-2.6,-1.37,-0.313,-0.272,0.753,0.1,3.9,6.0,-1.4,1014,6.7%,0.2%,-1.0%
COc1c(C)cc(C(=O)C2CCCN(C(=O)c3cc4nc(C)cc(C)n4n3)C2)cc1C (stereo unspecified),5.0%,0.28,1415,i,-26.6,-0.157,-0.227,-0.263,0.265,4.2,2.0,7.3,2.2,956,-2.4%,0.3%,3.9%
CCN(CC(=O)NC(C)C)C(=O)C(CCSC)NC(=O)c1cccc(C)c1 (stereo unspecified),7.3%,-0.29,954,i,-14.3,-1.71,2.21,-0.463,0.225,3.2,2.0,8.1,/,/,5.8%,-0.5%,-1.1%
CCC(c1nnc(SCC(=O)NC23CC4CC(CC(C4)C2)C3)o1)N(C)C (stereo unspecified),3.1%,/,/,i,-9.9,-0.409,-0.295,-0.163,0.674,1.2,0.9,1.5,2.7,1187,-15.2%,-0.5%,-1.5%
COc1cccc(CN(C)C(=O)c2cccc(OC3CCN(C4CCCC4)CC3)c2)c1,-1.2%,0.5,1368,i,24.5,-0.79,-0.204,-0.278,0.257,1.7,1.6,0.7,-1.4,1177,0.3%,-0.4%,-1.9%
Fc1ccccc1OCCCN1CCOCC1,8.8%,0,1046,i,1.4,0.509,-0.128,0.545,-0.352,2.8,3.7,6.6,-0.7,1187,-2.0%,1.2%,-2.9%
OCCNc1nc(Nc2ccccc2)nc(Nc2ccccc2)n1,2.9%,-0.71,1367,i,13.6,1.27,-0.323,0.969,-0.462,9.8,2.1,1.2,-3.4,1233,9.8%,9.6%,-4.6%
Cc1cc(C)n2ncc(C(=O)Nc3cccc(O)c3)c2n1,3.6%,-0.01,1089,i,-4.8,0.338,-0.34,-0.467,1.01,3.3,3.4,9.8,-2.7,1020,6.8%,0.0%,-1.4%
Cc1ccc(C(C(=O)NC(C)(C)C)N(C(=O)c2csnn2)c2ccccc2F)o1 (stereo unspecified),1.8%,-0.08,1180,i,-5.7,-0.208,-0.173,0.0926,0.279,5.8,2.8,9.1,-4.1,905,4.8%,-0.2%,0.9%
COC(=O)C1CCN(C(=O)COC(=O)Cc2c[nH]c3ccccc23)CC1,1.8%,-0.38,983,i,7.1,-0.558,-0.41,-0.251,0.692,3.0,2.7,6.8,0.8,1133,-9.7%,0.1%,0.2%
COc1ccc(OC)c(C(c2nnnn2Cc2ccccc2)N2CCN(C)CC2)c1 (stereo unspecified),-3.0%,-0.15,1298,i,-1.9,-0.568,3.11,0.374,-0.134,1.1,1.4,13.3,1.7,1211,3.0%,0.2%,-0.9%
CC(=O)NS(=O)(=O)c1ccc(N=c2ssc3c2-c2cc(C)c(C)cc2NC3(C)C)cc1,3.72µM*,0.01,1230,i,-0.2,-0.142,-0.209,0.273,-0.334,1.0,1.9,7.9,-1.0,959,13.3%,0.0%,-1.6%
COc1cccc(/C=N/NC(=O)CN(CCc2ccccc2)S(=O)(=O)c2ccc(NC(C)=O)cc2)c1,4.3%,1.1,1298,i,1.0,0.00594,-0.243,0.0716,0.836,4.0,2.2,3.9,-2.0,1015,-0.7%,0.9%[50 µM],0.7%
CCOC(=O)C(=CNNc1ccsc1C(=O)OC)C(=O)OCC,6.9%,0.11,1372,/,/,-1.89,-0.253,-0.852,1.83,/,/,/,0.2,1002,4.7%,1.5%,/
COc1ccc(C(=O)Cn2c(=N)n(C)c3ccccc32)cc1,4.5%,-0.12,1456,/,/,-0.092,-0.185,-0.217,0.667,/,/,/,-2.1,1006,-1.7%,-0.1%,/
COc1ccc(NC(=O)Nc2nnc(-c3ccco3)s2)cc1,7.4%,-0.19,1125,/,/,-0.325,-0.216,0.596,-0.203,/,/,/,0.5,1289,7.0%,2.2%[50 µM],/
COc1ccc(-c2ccc(SC)nn2)cc1,1.0%,0.46,1445,i,15.3,0.591,-0.249,0.22,0.182,2.7,1.5,3.2,-1.0,1079,1.0%,0.2%,/
O=C(NCc1cccs1)C(Cc1ccccc1)NS(=O)(=O)c1cccs1 (stereo unspecified),-1.5%,/,/,i,-0.1,0.334,-0.217,0.888,1.06,1.4,0.3,12.8,-3.8,566,13.3%,0.7%,-0.8%
CC(=O)c1cccc(S(=O)(=O)N(C)C2CCN(C)CC2)c1,7.8%,-0.19,1391,i,-6.6,0.923,-0.325,0.826,-0.828,3.2,1.5,0.0,0.2,1096,2.2%,0.4%,-0.8%
O=c1cc(-c2ccccc2)[nH]n1-c1nc2ccccc2[nH]1,29.0%,0.85,1182,i,-4.5,0.177,-0.234,0.0653,0.506,4.3,1.3,1.1,-1.8,917,-24.9%,-6.4%,18.2%
COc1ccc(C2CC(c3c(-c4ccccc4)c4cc(Cl)ccc4[nH]c3=O)=NN2S(C)(=O)=O)cc1OC (stereo unspecified),-0.2%,0.2,1964,i,-5.4,-0.237,-0.248,0.0954,0.324,3.8,1.9,5.3,-1.5,1129,13.3%,-0.1%,-1.6%
CCOc1ccc(NC(=S)NCc2ccc3[nH]c(C)cc3c2)cc1,0.3%,1.49,964,i,11.0,0.278,-0.2,0.0742,0.115,2.5,2.6,6.8,0.7,1152,5.4%,-0.7%,-2.0%
CSc1nnc(-c2cccc(NC(=O)c3ccccc3)c2)n1C,-11.5%,-0.14,1043,/,/,-0.268,-0.162,0.332,0.0661,/,/,/,-0.7,1323,1.5%,/,/

# Compound activity from PubChem BioAssay.
